S2 tox – Viability Counterscreen for Primary qHTS for Inhibitors of ATXN expression; S2 cells (HEK-293 line with an ATXN2-luciferase reporter) viability, CellTiter-Fluor protease fluorescence, 24 h; Potency, µM (series often up to 56.7 µM), actives largely listed as cytotoxic; hit rate 0.49% among 400,000; AID 651635, 2014; further: potency means the concentration at half of the fitted maximal effect; nearly all actives have a fitted effect of over 40% in size
Nrf2 inh – Nrf2 qHTS screen for inhibitors; A549 ARE-Fluc reporter, luciferase luminescence, 18-24 h; Potency, µM (highest dose often 46 µM), without a hit: at the highest dose activity change, negative = inhibition, actives largely listed as inhibitors; hit rate 2.1% among 360,000; AID 504444, 2011; further: potency means the concentration at half of the fitted maximal effect; on the % scale 0 is the no-effect control and ±100 the full control effect; nearly all actives have a fitted effect of over 60% in size
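A549 ARE_Fluc cells, 5000/well, 5% FBS OPTI-MEM; compounds in dose-response, 18-24 h at 37 °C/5% CO2; CellTiter-Fluor viability read (Ex 405/Em 525), then BugLite luciferase luminescence = Nrf2 activity.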
ATXN2 expr inh – Primary qHTS for Inhibitors of ATXN expression | hit rate 0.72% among 360,000 | HEK-293 ATXN2-luciferase reporter, luminescence, 24 h | Potency, µM (top dose mostly 57 µM), without a hit: at the top dose activity change, negative = inhibition, most hits filed as inhibitors; further: potency means the concentration at half of the fitted maximal effect; on the % scale 0 is the no-effect control and ±100 the full control effect; nearly all actives have a fitted effect of over 55% in size
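qHTS (up to 57 uM final) was run with 24 h compound exposure of reporter cells at 37 °C. Each well was multiplexed: SteadyGlo luminescence measured ATXN2-luciferase expression after a fluorogenic Gly-Phe-AFC viability readout (25 uM final).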
TGFb inhibitor – qHTS for Inhibitors of TGF-b. HepG2 CAGA-GFP TGF-b/SMAD3 reporter, GFP fluorescence, 18 h; TGF-beta stimulated, 500 pg/mL final. Potency, µM (highest dose often 46.1 µM), for inactives: top-dose activity, negative = inhibition, most hits filed as inhibitors. hit rate 1.2% among 410,000; further: potency means the concentration at half of the fitted maximal effect; on the % scale 0 is the no-effect control and ±100 the full control effect; nearly all actives have a fitted effect of over 65% in size
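Inhibition of TGF-beta-driven CAGA-GFP reporter expression in HEPG2 cells is measured by cellular GFP fluorescence after 18 h stimulation with 500 pg/mL recombinant TGF-beta in 1% FBS medium at 37 degrees C.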
EPAC2 ag – qHTS for Agonist of cAMP-regulated guanine nucleotide exchange factor 4 (EPAC2): primary screen; hit rate 0.079% among 360,000; Potency, µM (doses to about 154 µM), inactives show top-dose activation, actives largely listed as activators; EPAC2 activation, biochemical qHTS; response scale: 100% = 6.5 mM cAMP response; Rap guanine nucleotide exchange factor 4 (Homo sapiens), Q8WZA2; further: potency means the concentration at half of the fitted maximal effect; nearly all actives have a fitted effect of over 50% in size
Target sequence (Q8WZA2 whole entry, looked up): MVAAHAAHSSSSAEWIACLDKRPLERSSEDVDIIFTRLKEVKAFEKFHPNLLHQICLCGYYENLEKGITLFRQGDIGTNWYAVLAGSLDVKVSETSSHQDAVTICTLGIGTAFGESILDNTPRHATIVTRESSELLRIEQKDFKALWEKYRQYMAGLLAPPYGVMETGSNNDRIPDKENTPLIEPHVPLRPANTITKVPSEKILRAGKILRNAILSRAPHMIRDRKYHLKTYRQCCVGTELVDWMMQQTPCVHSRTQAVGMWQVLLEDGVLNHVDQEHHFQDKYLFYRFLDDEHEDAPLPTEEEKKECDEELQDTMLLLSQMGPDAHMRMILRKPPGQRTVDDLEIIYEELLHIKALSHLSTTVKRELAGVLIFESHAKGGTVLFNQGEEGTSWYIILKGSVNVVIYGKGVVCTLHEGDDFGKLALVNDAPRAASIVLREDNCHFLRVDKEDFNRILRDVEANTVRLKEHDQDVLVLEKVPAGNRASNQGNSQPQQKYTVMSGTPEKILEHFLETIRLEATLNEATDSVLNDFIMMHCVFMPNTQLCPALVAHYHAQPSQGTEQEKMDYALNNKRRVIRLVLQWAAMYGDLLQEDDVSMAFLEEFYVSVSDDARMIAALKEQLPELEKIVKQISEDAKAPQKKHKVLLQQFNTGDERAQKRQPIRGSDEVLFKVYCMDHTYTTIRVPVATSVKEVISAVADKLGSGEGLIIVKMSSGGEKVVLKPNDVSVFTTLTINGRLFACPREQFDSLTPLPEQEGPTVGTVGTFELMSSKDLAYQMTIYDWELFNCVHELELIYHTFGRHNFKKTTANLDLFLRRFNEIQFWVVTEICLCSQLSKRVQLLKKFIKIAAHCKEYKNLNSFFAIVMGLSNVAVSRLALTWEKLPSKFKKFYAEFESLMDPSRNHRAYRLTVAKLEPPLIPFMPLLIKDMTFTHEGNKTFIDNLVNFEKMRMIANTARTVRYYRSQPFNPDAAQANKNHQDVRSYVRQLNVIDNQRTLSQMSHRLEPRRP
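EPAC2 (100 nM) mixed with Rap1B loaded with BODIPY-GDP (250 nM) plus 50 uM unlabeled GDP; compounds pinned in, 5 min RT, then read every 5 min for 30 min (ex 480, em 540 nm). Normalized to cAMP control.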
HepG2 tox – qHTS for Inhibitors of TGF-b: Cytotox Counterscreen | HepG2 CAGA-GFP viability, ATP luminescence, 18 h | Potency, µM (titrated, usually from 46.1 µM), without a hit: top-dose activity change, negative = cytotoxicity, actives largely listed as cytotoxic | hit rate 0.76% among 410,000 | AID 588856, 2011; further: potency means the concentration at half of the fitted maximal effect; some results filed as inactive show a strong effect at the top dose
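HepG2 CAGA-GFP cells (1000/well, DMEM with 1% FBS) received compound, then TGF-beta at 500 pg/mL final, and were incubated 18 hours at 37 degrees C. Viability was read by CellTiter-Glo luminescence. Media-only wells were set as complete cell-killing and DMSO as no toxicity.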
Nrf2 activator – qHTS of Nrf2 Activators | hit rate 0.31% among 410,000 | Potency, µM (doses to about 46.1 µM), for inactives: at the top dose activation, usual class: activators | AREc32 ARE-luciferase reporter (MCF7-derived line), luminescence, 24 h; further: potency means the concentration at half of the fitted maximal effect; % of control where 0% means no effect; nearly all actives have a fitted effect of over 65% in size
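Cells of the AREc32 ARE-luciferase line are plated in OPTI-MEM containing 5% FBS and left overnight at 37 deg C. Compounds are pinned in, incubation continues 24 hr, and firefly luciferase signal is then measured.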
IL2 activator – qHTS of IL-2 Activators; IL-2 activation reporter assay, cell-based qHTS; stimulated with anti-CD3/CD4/CD28 beads; in transgenic mouse T cells; activation, % (series mostly up to about 46 µM); hit rate 0.065% among 360,000; AID 652025, 2013; in the data active means activation above about 50%; inconclusive means mostly about 30% to 49%; further: 0% is about no effect
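Readout: EGFP and DsRed signals by fluorescent plate cytometry. Unstimulated transgenic mouse T cells received compound 60 min before antibody-bead stimulation, then incubated 18 h at 37 degrees C.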
A549 tox – Nrf2 qHTS screen for inhibitors: counterscreen for cytotoxicity; A549 ARE-Fluc cells, CellTiter-Fluor viability, 18-24 h; Potency, µM (titrated, usually from 46 µM), inactives show top-dose activity change, negative = cytotoxicity, hits mostly inhibitors; hit rate 0.16% among 390,000; AID 504648, 2011; further: potency means the concentration at half of the fitted maximal effect; on the % scale 0 is the no-effect control and ±100 the full control effect
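Cytotoxicity counterscreen: CellTiter-Fluor fluorescence was measured in A549 ARE_Fluc cells after 18-24 h of compound exposure in a concentration series. The subsequent BugLite luminescent read reports ARE-luciferase activity.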
An asterisk follows results filed as active; i = inactive; ? = inconclusive; / = not tested or not shown; [ ] = dose if it differs, or a comment. Unless noted, the call rests on the fitted dose curve; in most records, active means well fitted curve in the direction sought with a large enough effect; inconclusive means small, poorly fitted or top-dose-only effect, or another doubt; inactive means no such curve, though single readings can be large; an effect the other way counts as inactive or inconclusive.

SMILES	S2 tox	Nrf2 inh	ATXN2 expr inh	TGFb inhibitor	EPAC2 ag	HepG2 tox	Nrf2 activator	IL2 activator	A549 tox
COCCCNC(=O)c1cc(C)nn1-c1ccccc1	i	-1%	7%	-13%	7%	-22%	0.0%	-3.5	16%
O=C(CSc1nc2ccccc2[nH]1)Nc1ccc(N2CCOCC2)cc1	i	-16%	7%	5%	5%	10%	0.4%	-4.9	-1%
CC(=O)c1sc(NC(=O)c2cccc3ccccc23)nc1C	i	17%	16%	28%	?	1%	2.2%	-0.6	-10%
Cc1ccc(S(=O)(=O)NC2=NCN(C(C)C)CN2)cc1	i	6%	-18%	3%	0%	0%	0.7%	0.5	-2%
CSc1nc(Cl)cc(N2CCOCC2)n1	i	1%	21%	6%	6%	1%	1.7%	-0.3	-3%
CCOc1ccc(NS(=O)(=O)c2cc(NC(=O)C3CC3)ccc2C)cc1Br	i	?	-2%	?	8%	-27%	5.4%	-3.1	-27%
O=C1COc2ccc(C(=O)COC(=O)Cc3ccc(Cl)cc3)cc2N1	i	-10%	-14%	-8%	0%	-3%	0.5%	-1.6	-16%
CCn1c(=O)c2c(n3c(=S)[nH]nc13)-c1ccccc1CC21CCCCC1	i	-12%	-6%	-9%	-2%	3%	0.5%[9.22 µM]	-0.5	-3%
O=C(OCc1cn([C@@H]2CN(C(=O)c3cccs3)[C@@H](c3ccccc3)C[C@H]2O)nn1)c1ccccc1	i	/	-8%	0%	1%	-8%	-0.1%	-2.8	/
Cc1ccc(SCc2cc(=O)[nH]c(/N=C(\N)Nc3ccccc3Sc3ccccc3)n2)cc1	i	-15%	-8%	-1%	1%	-50%	0.3%	-0.5	1%
C(=N\n1cnnc1)/c1ccc2c(c1)OCO2	i	10%	4%	?	10%	-6%	-0.7%	0.6	-5%
O=C(COc1ccc(S(=O)(=O)NC2CCCCC2)cc1)Nc1ccc(C(F)(F)F)cc1	?	-5%	-14%	-21%	/	-38%	-0.2%	/	-7%
O=C(CSc1nnc2scc(-c3ccc(Cl)cc3)n12)Nc1cccc(C(F)(F)F)c1	i	-11%	-12%	-5%	/	-42%	7.4%	/	-1%
Cc1nc2cc(-c3ccc(F)cc3)[nH]n2c(=O)c1C	i	?	/	-20%	-1%	-19%	3.7%	-3.5	6%
CCOC(=O)C1=C(C)Nc2ccccc2N/C1=N\S(=O)(=O)c1ccc(Cl)cc1	i	-14%	-18%	-24%	8%	-19%	-0.1%	1.2	6%
COCC1CCCCN1Cc1cn(-c2ccccc2)nc1-c1ccc2c(c1)OCO2 (stereo not given)	i	2%	-10%	?	10%	3%	2.6%	-2.4	-2%
Cc1c(C(=O)NCc2cccnc2)sc2ncn(CC(=O)N3CCCCC3C)c(=O)c12 (stereo not given)	i	-8%	8%	-19%	4%	6%	-0.4%	0.0	0%
O=C(Cn1cnc2c(nnn2Cc2ccc(Cl)cc2)c1=O)c1ccccc1	i	-11%	-1%	1%	4%	9%	0.3%	-2.6	-19%
COc1ccc(OC)c(CCNC(=O)CN2C(=O)COc3ccc(S(=O)(=O)N4CCCCCC4)cc32)c1	?	-15%	-12%	?	/	-4%	-0.9%	/	-17%
Cc1ccc(C(=O)N2CCOCC2)cc1S(=O)(=O)Nc1cccc(C)c1C	i	-9%	8%	19%	8%	1%	-1.4%	0.3	-7%
N#CCC(=O)Nc1ccc(C(=O)NNC(=O)CCN2CCN(c3ccccc3)CC2)cc1	i	2%	12%	12%	9%	2%	-0.7%	0.9	2%
CCOC(=O)C(Cc1ccc(O)cc1)NC(=O)CCc1c[nH]c2ccccc12 (stereo not given)	?	4%	/	?	2%	-70%	0.2%	-0.3	1%
COc1ccc(CC(=O)N2CCN(c3ccccc3)CC2)cc1	/	-8%	-28%	-2%	12%	-4%	0.1%	-0.5	1%
Fc1ccccc1NC(=S)NCCc1ccccc1	i	?	48%[activator]	5%	7%	0%	1.7%	-2.9	-1%
Cc1ccc2oc(C(=O)N3CCN(c4cccc(C)n4)CC3)c(C)c2c1	i	?	32%	-19%	11%	3%	2.1%	-0.1	-1%

Next part; it opens with the 4 that closed the last part.
SMILES	S2 tox	Nrf2 inh	ATXN2 expr inh	TGFb inhibitor	EPAC2 ag	HepG2 tox	Nrf2 activator	IL2 activator	A549 tox
CCOC(=O)C(Cc1ccc(O)cc1)NC(=O)CCc1c[nH]c2ccccc12 (stereo not given)	?	4%	/	?	2%	-70%	0.2%	-0.3	1%
COc1ccc(CC(=O)N2CCN(c3ccccc3)CC2)cc1	/	-8%	-28%	-2%	12%	-4%	0.1%	-0.5	1%
Fc1ccccc1NC(=S)NCCc1ccccc1	i	?	48%[activator]	5%	7%	0%	1.7%	-2.9	-1%
Cc1ccc2oc(C(=O)N3CCN(c4cccc(C)n4)CC3)c(C)c2c1	i	?	32%	-19%	11%	3%	2.1%	-0.1	-1%
Cc1ccc(NC(=O)C2OCCc3ccccc32)cc1Cl (stereo not given)	i	27%	16%	-5%	16%	0%	0.5%	-3.1	7%
Cc1c(NC(=S)SCc2ccccc2)c(=O)n(-c2ccccc2)n1C	i	0%	-31%	4%	10%	-27%	2.6%	0.3	-5%
COc1cccc(CN(C)Cc2nc(C3CC3)no2)c1	i	-20%	-36%	1%	1%	11%	-0.4%	0.8	?
CCCCN(C(=O)Cc1ccc(S(=O)(=O)N2CCOCC2)s1)c1c(N)n(CCCC)c(=O)[nH]c1=O	i	4%	3%	?	2%	3%	-0.4%	-6.5	-7%
Cc1ccc2[nH]c(-c3cccc(N)c3)cc2c1	i	?	70%[activator]	-22%	6%	-8%	6.4%	-2.4	-6%
CCOCCCNS(=O)(=O)c1ccc(-n2cnnn2)c(OC)c1	i	10%	-10%	13%	3%	-2%	0.2%	-2.5	11%
Cc1c(C(=O)NCc2ccccn2)oc2ccc(Br)cc12	i	18%	69%[activator]	?	0%	-15%	4.4%	-1.6	-7%
CCc1ccc(/C=N\n2cnnc2)cc1	i	5%	15%	0%	1%	4%	3.0%	-2.2	-1%
Cc1ccc([C@@H]2CC=C(C(=O)O)CN2S(=O)(=O)c2ccccc2C)cc1	i	-11%	-3%	18%	-8%	-2%	-0.2%	0.7	1%
CN(CC(=O)NCc1ccccn1)S(=O)(=O)c1ccc(Br)cc1	i	0%	/	3%	4%	16%	-0.4%	0.1	5%
Cc1ccc(NC(=O)CN(C)C(=O)C(Sc2ccccc2)c2ccccc2)cc1 (stereo not given)	i	-9%	-26%	?	3%	-19%	2.6%	-0.6	-17%
O=C(C(=O)c1ccc(O)c(O)c1)c1ccc(O)c(O)c1	?	10%	5%	?	-1%	-1%	-0.4%	-5.0	2%
Cc1ccccc1NC(=O)c1ccccc1NS(=O)(=O)c1cccc2cccnc12	i	-4%	1%	14%	5%	-5%	-1.0%	-0.2	-16%
CC1CCCC(C)N1C(=O)COC(=O)c1cccnc1Cl (stereo not given)	i	8%	/	-6%	-3%	-5%	-0.2%	0.0	1%
CC1CN(C(=O)CCC(=O)NCc2ccc(Cl)cc2)c2ccccc2S1 (stereo not given)	i	0%	-5%	15%	6%	6%	-0.2%	1.0	24%
O=C(NCCc1ccccc1)C1CCC(CNc2c(N3CCCCC3)c(=O)c2=O)CC1 (stereo not given)	i	14%	12%	1%	2%	6%	0.2%	-0.4	3%
COc1ccc(C(=O)C2CCCN(Cc3ccc4nonc4c3)C2)cc1F (stereo not given)	i	2%	-29%	1%	2%	-4%	-0.4%	-0.8	0%
COc1ccc(CC(=O)NCc2nnc(SCc3ccc([N+](=O)[O-])cc3)n2C)cc1	i	-10%	0%	2%	6%	7%	-0.2%	-0.1	3%
O=C1CC(Nc2ccc(N3CCOCC3)cc2)C(=O)N1C1CCCCC1 (stereo not given)	i	/	-2%	1%	-3%	5%	0.2%	0.5	-2%
CCn1c(SCC(=O)N2CCC(C(N)=O)(N3CCCCC3)CC2)nnc1-c1ccccc1	i	-2%	2%	0%	2%	-3%	-0.3%	0.5	-5%
O=C(CCS(=O)(=O)c1ccc(F)cc1)Nc1nccs1	i	/	/	-18%	8%	-18%	18%	-0.1	/
CCn1c(SCC(=O)NC2CCCC2)nnc1-c1cccnc1	i	15%	7%	7%	3%	-11%	-0.1%	1.5	14%
COc1ccc(-c2cnn3c4c(c(C)nc23)CCN4C(C)C)cc1OC	i	-17%	27%	21%	-13%	-8%	0.0%	-1.2	?
Cc1noc(C)c1NC(=O)N(C)C[C@H]1Oc2ccc(NS(=O)(=O)c3c(C)noc3C)cc2C(=O)N([C@H](C)CO)C[C@@H]1C	i	-16%	10%	-2%	-1%	-2%	-0.3%	-1.3	0%
Cc1c(C)n(CC(O)CSc2ccccc2)c2ccccc12 (stereo not given)	?	/	-11%	/	15%	/	3.3%	0.4	/
COc1ccccc1-n1c(=O)[nH]c2c(C(N)=O)nc(C3CCCCC3)nc21	i	-15%	2%	-1%	9%	-9%	2.8%	-3.5	-4%
O=C(/C=C/c1ccco1)Nc1ccc(-c2nc3ccccc3[nH]2)cc1	?	-5%	?	4%	14%	0%	?	-1.5	23µM*
Cc1ccc(SCC(=O)N2CCC(C(N)=O)CC2)cc1	i	-7%	/	0%	1%	-4%	-0.3%	-0.3	1%
Cc1ccccc1N(C(=O)CCC(=O)Nc1ccccn1)C(C(=O)NC(C)C)c1ccc(O)cc1 (stereo not given)	i	-3%	-2%	1%	1%	4%	0.1%	-5.0	0%

Compounds were not picked by outcome; overall some 4.3% were active at least once.
